# PGC1a acetyl inh: modulators of PGC1a acetylation | U2OS PGC1a acetylation, AlphaScreen anti-acetyl-lysine; with virally co-expressed GCN5 acetyltransferase | inhibition, % at 15.6 µM | actives 0.17% (n = 350,000) | AID 651687;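 active = every replicate shows inhibition of at least 40%; inconclusive = mean inhibition at least 40% but some replicate below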;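 note: 0% = neutral control wells and 100% = positive control wells; some results beyond the cut were filed as inactive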
# FN deposition inh: fibronectin deposition inhibition. actives 0.086% (n = 350,000). inhibition, % at 12.6 µM. AH1F fibroblasts, Alexa488-fibronectin deposition fluorescence, overnight;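 active = mean inhibition across replicates of 30% or more, regardless of how many single replicates reach that level; inconclusive = mean under 30% yet at least half of replicates reach 30%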;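 note: positive control wells lacked labelled fibronectin entirely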
#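 material = AH1F fibroblast monolayer depositing Alexa488-labelled fibronectin into matrix | amount = 10000 AH1F cells/well | buffer or medium = DMEM plus 2% serum, read in PBS | incubation = 1 h cell adhesion before compound, then overnight fibronectin incubation | detection = fluorescence at 485 nm excitation, 525 nm emission | evaluation = percent inhibition as loss of matrix-bound fibronectin fluorescence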
# Statin myotox sup: suppression of simvastatin myotoxicity. C2C12 myotubes + simvastatin, ATP luminescence, 48 h; scaled: DMSO 0, geranylgeraniol control 100. rescue of ATP level, % at 7.49 µM. actives 0.78% (n = 330,000);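 active = mean ATP rescue above about 67%, or every replicate alone reaching that limit, limit read from the data, passing the limit was not always enough; inconclusive = no clear call, values can overlap the other calls; inactive = mean under the limit and some replicate under it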;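 note: myotubes were challenged with 10 µM simvastatin during compound exposure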
# GSIS activator: primary screen for activators of insulin secretion dependent on glucose, INS-1E cells, GLuc reporter luminescence; INS-1E GLuc reporter insulin secretion, 2-3 h; activation, % at 16.6 µM; actives 0.61% (n = 370,000); AID 743287;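 active = lowest replicate activation of at least 40%, so every replicate reaches that level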;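 note: 0% = median of neutral control wells and 100% = median of IBMX positive control wells; some compounds called inactive have numbers as strong as hits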
# PglD inh: inhibitors of Campylobacter jejuni PglD acetyltransferase. purified PglD enzyme, DTNB colorimetric CoA detection. inhibition, % at 12.5 µM. actives 0.098% (n = 360,000). AID 602405; in the data active = inhibition above about 16%, passing the limit was not always enough; inconclusive = no clear call, values can overlap the other calls; note: strong numbers were not always called active
# F508del corr: correctors of CFTR F508del function in bronchial epithelial cells; CFBE cells, YFP halide quenching; stimulated with forskolin plus potentiator P3; % fluorescence drop versus neutral controls; actives 0.36% (n = 350,000); activity (quench increase), % at 7.58 µM;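 active = mean added fluorescence quench of at least 8% versus neutral control, with both replicates also reaching 8%; inconclusive = only one of the mean or replicate conditions met; inactive = mean below 8% and not both replicates reaching 8%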;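 note: cells transiently co-express mutant CFTR-F508del with the halide-sensitive YFP; corrector assay measuring rescue of mutant channel to the surface after 24 h compound exposure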
# miR122 inh: inhibitors of miR-122 in Huh7 cells; Huh7 miR-122 Renilla luciferase sensor, 48 h; neutral wells = 0, positive control = 100; activation (reporter increase), % at 12.5 µM; actives 0.3% (n = 340,000);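 active = mean replicate activation score at least 90 and every replicate individually at or above 90; inconclusive = only one of the two criteria met; inactive = neither criterion met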;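 note: higher luciferase means less miR-122 activity so hits act as miR-122 inhibitors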
# Cneo AK release: causes C. neoformans cell lysis; adenylate kinase release luminescence, 4 h; normalised: neutral wells 0, clomiphene wells 100; lysis activity, % at 15 µM; actives 0.2% (n = 360,000); AID 651654;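 active = mean lysis activity across replicates of at least 80%, whatever share of replicates individually reach that level; inactive = mean lysis activity below 80%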
#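 Material – Cryptococcus neoformans yeast cells · Quantity – 5 × 10^6 yeast cells/mL · Buffer or medium – YPD medium · Compound – single dose · Timing – 4 h static compound exposure, 37 °C, read 1 h post-reagent · Signal – adenylate kinase release luminescence · Read-out basis – lysis from increased AK signal · Benchmarks – Clomiphene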
# * marks the source's active call; other numbers are inactive results; ? = inconclusive; nt = not tested or not shown; [ ] = another dose, or the depositor's remark. No enrichment for hits, and some 2.1% of all compounds hit somewhere here.
molecule	PGC1a acetyl inh	FN deposition inh	Statin myotox sup	GSIS activator	PglD inh	F508del corr	miR122 inh	Cneo AK release
CCc1c(C)c(C#N)c2nc3ccccc3n2c1NCCCN(C)C	-12	2	1	15	0	0.2	-5	-2
O=C(/C=C/c1ccccc1)NC(=O)c1ccccc1O	-6	-6	-9	-12	-2	-1.5	-4	-10
COc1ccc(NC(=O)CCN2C(=O)C3CC=CCC3C2=O)cc1S(=O)(=O)N1CCCCC1 (stereo unspecified)	nt	2	8	-4	3	-1.2	nt	-2
CCC(=O)N(C)C[C@@H]1Oc2cc(-c3ccc(F)cc3)ccc2S(=O)(=O)N([C@@H](C)CO)C[C@H]1C	3	-18	-62	-25	3	-2.7	10[16.7 µM]	0
CCOc1ccc(C(=O)NCc2cccs2)cc1	-15	14	-9	nt	4	nt	-15	-3
COCCNc1nnc(SCC(=O)c2ccc3c(c2)OCO3)s1	12	3	-3	1	4	nt	1	1
CN1CCCC(OC(=O)c2cc(Cl)cc(Cl)c2)C1 (stereo unspecified)	-4	-5	nt	15	nt	-0.5	2	nt
CCCC(=O)Nc1ccc(C)c(O)c1	4	nt	34	nt	-5	nt	9	1
CN(C)C(=O)[C@@H]1[C@@H](CO)[C@@H]2Cn3c(ccc(-c4ccccc4)c3=O)[C@@H]2N1Cc1ccccc1F	nt	nt	-2	-1	-2	1.7	-3[16.7 µM]	-1
CC1=NNC(=O)C1CCC(=O)N/N=C\c1cccc(Cl)c1 (stereo unspecified)	-20	0	-1	14	nt	?	-9	nt
COc1ccccc1CNCC(c1ccccc1)c1ccccc1	3	-6	nt	-31	2	0.9	-2	-1
Oc1ccc(C[C@H]2CNCCN2CCC23CC4CC(CC(C4)C2)C3)cc1	nt	6	-43	nt	4	1.9	nt	3
Oc1cccc2cnccc12	24	-2	-11	-6	-3	-3.2	-1	5
CCC1CCCCN1C(=O)COC(=O)c1ccc(Br)o1 (stereo unspecified)	4	5	4	-7	-1	0.7	-7	-1
COc1ccccc1Nc1ccc([N+](=O)[O-])cn1	-3	4	-5	5	nt	-0.6	-1	nt
COc1ccc(C(=O)CSc2nnnn2C)c(OC)c1	8	4	nt	-2	nt	6.2	nt	nt
CCCCC(=O)NC(Nc1ccc(C)cn1)(C(=O)OCC)C(F)(F)F (stereo unspecified)	-22	nt	nt	nt	-3	nt	0	0
O=C(C[C@H]1CC[C@H]2[C@@H](COC[C@@H](O)CN2C(=O)Nc2ccccc2)O1)NCCCN1CCOCC1	1	6	-15	17	-3	1.7	1[16.7 µM]	0
CC(OC(=O)c1ccc(O)cc1)C(=O)Nc1nc(-c2ccccc2)cs1 (stereo unspecified)	-5	-1	-6	-17	6	-4.8	3	-2
COc1ccccc1NS(=O)(=O)c1cccc(C(=O)N2CCCCCC2)c1	nt	5	6	-6	0	-1.3	61	3
CC(=O)c1ccc(OCc2cc(C(=O)N(C)Cc3ccon3)no2)cc1	18	-2	10	-1	-3	-2.4	2	0
COc1ccc(Cn2c(=O)[nH]c3cc(C(=O)NC4CCN(Cc5ccccc5)CC4)ccc32)cc1	4	18	-10	-14	-1	-2.3	-1	1
CC1CC(O)(Cc2ccccc2)C(C)CN1C (stereo unspecified)	-3	nt	-4	nt	1	nt	-1	-4
COc1ccc(S(=O)(=O)N[C@H]2C=C[C@@H](CC(=O)N3CCC(Cc4ccccc4)CC3)O[C@H]2CO)cc1	-10	7	8	-21	-1	0.4	nt	3
CO[C@@H]1CN(C)C(=O)c2ccc(NC(=O)C3CC3)cc2OC[C@@H](C)N(Cc2ccccc2)C[C@@H]1C	9	2	-14	-19	-1	0.6	-12[16.7 µM]	-3
COc1ccccc1C(=O)N1CCN=C1SCc1cccnc1	nt	nt	4	nt	3	nt	2	9
Cc1noc(C)c1S(=O)(=O)Nc1ccc2c(c1)CC(=O)N([C@@H](C)CO)C[C@H](C)[C@@H](CN(C)Cc1ccc(C(F)(F)F)cc1)O2	3	nt	18	-10	1	-1.8	-7[16.7 µM]	-4
Cc1cc[n+](CC(=O)Nc2ccccc2)cc1	15	3	1	nt	-2	0.9	1	-2
Cc1ccc(C)n1-c1nccc(-c2cccs2)n1	nt	-4	7	nt	-1	nt	41	3
Cc1ccc(N(CC(=O)NCc2ccccc2)C(=O)CCC(=O)Nc2ccccn2)cc1	nt	2	3	5	-2	0.2	2	0
O=C(CN1CCN(Cc2ccc(F)cc2)CC1)Nc1ccccc1F	-2	-1	6	7	1	-1.7	-13	2
CCOc1ccc(-c2csc(NC(=O)CSC3=NC(=O)CN3C(C)=O)n2)c2ccccc12	-3	4	nt	-6	-2	nt	2	5
C[C@@H]1CN([C@@H](C)CO)C(=O)c2cc(NC(=O)Cc3cn(C)c4ccccc34)ccc2O[C@@H]1CN(C)Cc1ccc(C(F)(F)F)cc1	5	nt	46	-16	4	1.8	-9[16.7 µM]	8
NC(=O)C1CCN(C(=O)NC2CC(=O)N(c3ccc4c(c3)OCCO4)C2)CC1 (stereo unspecified)	nt	-2	1	4	4	-2.8	-2	0
CCOC(=O)C1(Cc2cccc(Cl)c2)CCCN(C(=O)c2cc(C)on2)C1 (stereo unspecified)	nt	nt	-6	-18	0	0.3	0	-2
COc1ccc(NC(=O)Nc2ccc3c(c2)C(=O)N([C@H](C)CO)C[C@@H](C)[C@@H](CN(C)S(=O)(=O)c2ccc(Cl)cc2)OCCCC[C@@H](C)O3)cc1	-12	8	nt	4	nt	-3.1	nt	nt
CCc1nn(CC(=O)N(C)C2CCCCC2)c(=O)c2cc3cc(C)ccc3n12	4	6	-20	20	0	-0.9	2	-1
O=C(O)c1cccc(Nc2ncnc3ccccc23)c1	-10	nt	-9	7	-1	0.4	-7	1
N#CCn1c(C2CCCCC2)nc2ccccc2c1=O	2	1	27	nt	5	nt	1	11
c1ccc(CN2CCC(CNc3ncnc4ccccc34)C2)cc1 (stereo unspecified)	6	3	-10	-20	-4	-1.4	nt	0
CC1C(=O)N(Cc2cn(Cc3ccco3)nn2)CCS(=O)(=O)N1Cc1ccc(-c2ccccc2C(F)(F)F)cc1 (stereo unspecified)	-15	-5	-5	nt	-4	1.0	-9	20
CO[C@H]1CN(C)C(=O)c2cc(NC(=O)CC(F)(F)F)ccc2OC[C@H](C)N(CC2CC2)C[C@@H]1C	-9	-3	nt	0	nt	0.5	nt	nt
Cc1cccc(N(Cc2ccccc2)C(=O)c2ccc(S(C)(=O)=O)cc2)c1	0	-3	4	7	1	-0.8	6	-1
O=C(CSc1ccc(C(F)(F)F)cc1[N+](=O)[O-])Nc1ccc2ccccc2c1	-6	-5	nt	-5	2	nt	-2	0
CC12CCC(C(=O)NC3CCCCC3)([C@H](Br)C1=O)C2(C)C (stereo partly specified)	-8	0	7	7	nt	-1.8	nt	nt
COc1ccc(NC(=O)N(C)C[C@H]2Oc3ccc(NC(=O)Nc4cccc5ccccc45)cc3C(=O)N([C@@H](C)CO)C[C@@H]2C)cc1	-4	nt	nt	11	1	-1.8	-6[16.7 µM]	51
C[C@@H]1CN([C@@H](C)CO)C(=O)c2cc(NC(=O)Cc3ccccc3)ccc2O[C@H]1CN(C)C(=O)Nc1ccc(C(F)(F)F)cc1	4	nt	-10	-4	-1	-2.4	8[16.7 µM]	-1
Cc1sc(NC(=O)C(C)C)c(C(=O)Nc2ccccc2)c1C	-3	nt	30	30	0	nt	nt	-3
COC(=O)c1ccc(NC(=O)CSC2=NC(=O)C(c3ccccc3)C(=O)N2)cc1 (stereo unspecified)	4	-6	16	1	4	nt	0	1
Cn1cc([N+](=O)[O-])cc1-c1nc2ccccc2n1C	2	2	37	8	-3	0.8	-4	2
CCOC(=O)[C@H]1[C@H]2COc3ccc(OC)cc3[C@@H]2N2C(=O)c3ccc(Cl)cc3NC(=O)[C@@]12C	-7	-10	5	-25	-2	-2.1	11	10
O=c1[nH]c2ccc(S(=O)(=O)N3CCCCC3)cc2o1	5	nt	-10	7	-3	-0.8	0	-1
Cc1cccc(NC2=C(NC(=O)c3ccccc3)C(=O)c3ccccc3C2=O)c1	nt	4	nt	-9	-1	nt	nt	1
CC(=O)[C@H]1[C@@H]2C(=O)N(c3cccc(Cl)c3)C(=O)[C@@H]2[C@H]2c3ccccc3C=CN21	1	nt	0	nt	2	nt	4	-2
C=CCOc1cccc(C(=O)N2CCC(CCC(=O)NC3CC3)CC2)c1	nt	6	5	54*	0	-0.4	nt	0
CC(C)COc1cccc(-c2cc(C(=O)N/N=C/c3ccncc3)c3ccccc3n2)c1	nt	2	-19	-4	7	5.2	nt	3
CCN(Cc1ccccc1)C(=O)CCS(=O)(=O)c1ccc2c(c1)n(C)c(=O)c(=O)n2C	-2	-4	-3	-2	2	4.5	-5	-2
CCOC(=O)c1cccc(NC(=O)CCc2nnc3ccc(N4CCCCC4)nn23)c1	-17	-1	-3	2	-2	0.5	0	0
COCCN(C(=O)CSc1nnc(-c2cccs2)n1N)c1c(N)n(Cc2ccccc2)c(=O)[nH]c1=O	nt	0	10	16	-1	0.0	-4	-2
COCC#Cc1ccc2c(c1)O[C@H](CN(C)Cc1ccccc1)[C@H](C)CN([C@@H](C)CO)S2(=O)=O	-11	nt	-7	-9	1	1.5	7[16.7 µM]	0

# 3 structures already listed, sorted by number of heavy atoms, rising:
molecule	PGC1a acetyl inh	FN deposition inh	Statin myotox sup	GSIS activator	PglD inh	F508del corr	miR122 inh	Cneo AK release
O=c1[nH]c2ccc(S(=O)(=O)N3CCCCC3)cc2o1	5	nt	-10	7	-3	-0.8	0	-1
C=CCOc1cccc(C(=O)N2CCC(CCC(=O)NC3CC3)CC2)c1	nt	6	5	54*	0	-0.4	nt	0
CCN(Cc1ccccc1)C(=O)CCS(=O)(=O)c1ccc2c(c1)n(C)c(=O)c(=O)n2C	-2	-4	-3	-2	2	4.5	-5	-2

# The list goes on.
molecule	PGC1a acetyl inh	FN deposition inh	Statin myotox sup	GSIS activator	PglD inh	F508del corr	miR122 inh	Cneo AK release
Cc1cccc(-n2c(SCc3cc(=O)n4ccsc4n3)nc3ccccc3c2=O)c1	-2	nt	nt	nt	-2	nt	-3	2
Cc1ccc(Cl)cc1-n1c(=O)cc(N2CC(C)OC(C)C2)[nH]c1=O (stereo unspecified)	-7	9	1	8	-4	nt	-3	2
CC(C)n1cc(CN2CCC(C(=O)Nc3cccc(-c4cscn4)c3)CC2)cn1	5	-1	0	0	0	-1.6	nt	-3
C/C(=N/NC(=O)CNC(=O)/C=C/c1ccco1)c1ccc(Cl)cc1	1	2	-3	-17	6	0.0	-7	0
O=c1c(-c2ccc(F)cc2)coc2c3c(ccc12)OCCO3	5	-3	6	nt	1	nt	-2	-2
O=S(=O)(/N=C(/Nc1ccccn1)c1ccc(Cl)cc1)c1ccc(Cl)cc1	1	0	nt	8	4	nt	-4	-1
O=C(CSc1cccc(C(F)(F)F)c1)Nc1ccc(N2CCOCC2)cc1	nt	-1	10	-20	3	-5.4	nt	-2
O=C(CN1CCC(N2CCCCC2)CC1)N1CCCc2ccccc21	-82	6	0	18	nt	nt	-6	-1

# Screening data (PubChem)
